# Fam108B counter – mouse Fam108B serine hydrolase inhibitors, primary screen, counter-screen for RBBP9 inhibitor project, biochemical, fluorescence polarization; recombinant Fam108B, FP-Rh probe fluorescence polarization; inhibition, % at 9.51 µM; 0.33% of 300,000 active; AID 1947, 2009;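 active = inhibition above the screen mean inhibition plus 3 SD, computed separately per campaign, cut at about 18% in these data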;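 also: inhibitors lower polarization as less probe binds the enzyme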
# EBNA-1 inhibitor – EBNA-1 DNA-binding inhibitors, primary screen, biochemical, fluorescence polarization; 0.34% of 300,000 active; AID 1950, 2009; inhibition, % at 14.8 µM; in the data active = inhibition above about 28%
# ZTA DNA inh – blocks Epstein-Barr virus ZTA, an EBNA-1 counter-screen; P03206; ZTA-DNA binding, fluorescence polarization; 0.15% of 320,000 active; inhibition, % at 11 µM; in the data active = inhibition above about 33%
# MEX-5 binding – MEX-5 zinc finger RNA-binding disruptors – biochemical, C. elegans, fluorescence polarization, MLPCN library, primary screen | Zinc finger protein mex-5 (Caenorhabditis elegans), Q9XUB2 | MEX-5/FITC-TCR2 RNA binding; stronger effect = lower value | activity score (negative = inhibition of binding), % at 10 µM | 0.38% of 300,000 active | AID 1832, 2009;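 active = inhibition past about -25% in most replicates, and total fluorescence under double the plate's negative control median, limit read from the data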;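 also: 0% = DMSO and -100% = 5 µM competing unlabeled TCR2 RNA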
# BCLXL inh – inhibitors of human Bcl-xL, primary screen, biochemical, fluorescence polarization, HTS; 0.7% of 320,000 active; inhibition, % at 10.9 µM; GST-Bcl-xL / FITC-Bim BH3 peptide fluorescence polarization;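 active = inhibition above the mean of all tested compounds plus 3 SD, cutoff set per campaign, cut at about 30% in these data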;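 also: 0% = DMSO wells and 100% = unlabeled Bim-BH3 peptide competitor; inhibitors lower millipolarization by displacing the labeled peptide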
# Target sequence (Q07817 whole entry, looked up): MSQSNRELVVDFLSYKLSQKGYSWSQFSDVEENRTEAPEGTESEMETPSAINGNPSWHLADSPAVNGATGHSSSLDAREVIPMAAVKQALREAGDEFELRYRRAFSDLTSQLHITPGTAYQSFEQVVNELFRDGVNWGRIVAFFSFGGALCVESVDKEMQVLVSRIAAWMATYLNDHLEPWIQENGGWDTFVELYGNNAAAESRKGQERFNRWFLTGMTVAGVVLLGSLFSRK
# GLD-1 TGE inh – GLD-1/TGE RNA complex disruptors, primary screen, biochemical, fluorescence polarization | 0.44% of 320,000 active | inhibition, % at 5.96 µM | purified GLD-1 + fluorescein TGE RNA;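 active = percent inhibition above a per-plate cutoff, the plate mean of test compounds plus 3 SD, cut at about 30% in these data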;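 also: 0% = DMSO wells with GLD-1 and probe and 100% = wells lacking GLD-1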
# Target sequence (Q17339 whole entry, looked up): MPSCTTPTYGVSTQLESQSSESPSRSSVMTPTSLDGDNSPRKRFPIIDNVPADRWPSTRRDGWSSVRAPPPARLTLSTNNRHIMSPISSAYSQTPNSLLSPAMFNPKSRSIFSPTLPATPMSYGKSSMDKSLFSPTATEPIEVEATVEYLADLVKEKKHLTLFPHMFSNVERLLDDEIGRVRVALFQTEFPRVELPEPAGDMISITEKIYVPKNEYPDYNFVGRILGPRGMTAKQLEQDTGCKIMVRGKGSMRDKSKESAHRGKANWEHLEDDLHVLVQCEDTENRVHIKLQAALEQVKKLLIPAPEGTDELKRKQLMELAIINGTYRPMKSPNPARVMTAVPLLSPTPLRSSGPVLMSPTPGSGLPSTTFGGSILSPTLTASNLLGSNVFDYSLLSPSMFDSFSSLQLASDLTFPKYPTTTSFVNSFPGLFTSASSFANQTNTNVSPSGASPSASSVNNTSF
# Efflux pump mplx – inhibitors of Candida efflux pumps in yeast, primary screen, S. cerevisiae, Nile Red, multiplex | S. cerevisiae Candida pump triplex | inhibition, % at 10 µM | 0.44% of 330,000 active | AID 485275, 2010;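 active = plate passing quality check with inhibition over a set limit, or well fluorescence over plate mean plus 4 SD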;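 also: Nile Red retained in pooled yeast measured as flow cytometry median fluorescence; 0% = buffer negative control and 100% = Enniatin B positive control; higher means more Nile Red kept so more efflux inhibition; some compounds called inactive have numbers as strong as hits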
# MCL1 BIM primary – inhibitors of MCL1 binding to BIM-BH3, primary screen, biochemical, fluorescence polarization. 0.68% of 320,000 active. Induced myeloid leukemia cell differentiation protein Mcl-1 (Homo sapiens), Q07820. GST-MCL1 / FITC-Bim-BH3 fluorescence polarization. inhibition, % at 10.9 µM;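 active = inhibition above the mean inhibition of all tested compounds plus 3 SD, set per campaign, cut at about 40% in these data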;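 also: 0% = DMSO wells and 100% = unlabeled Bim-BH3 peptide control; higher means more loss of mP so more displacement of Bim peptide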
# Target sequence (Q07820 whole entry, looked up): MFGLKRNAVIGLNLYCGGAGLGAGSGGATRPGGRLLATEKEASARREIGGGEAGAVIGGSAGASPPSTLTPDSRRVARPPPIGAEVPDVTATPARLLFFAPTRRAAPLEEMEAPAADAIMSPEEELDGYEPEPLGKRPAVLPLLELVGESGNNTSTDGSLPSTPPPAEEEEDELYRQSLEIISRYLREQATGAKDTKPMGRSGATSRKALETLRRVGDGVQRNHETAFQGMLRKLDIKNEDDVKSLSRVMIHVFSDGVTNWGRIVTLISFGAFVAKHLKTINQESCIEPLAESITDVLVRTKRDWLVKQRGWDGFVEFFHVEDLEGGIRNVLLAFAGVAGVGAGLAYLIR
# Yeast superoxide – reduction of superoxide in aged yeast, primary screen, HTS; AID 2690, 2010; superoxide response (% of plate mean), % at 10 µM; 0.18% of 330,000 active; S. cerevisiae aged cells, superoxide DHE fluorescence; stronger effect = lower value;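 active = superoxide response under a set limit, about three screen SD below normal, cut at about 65% in these data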;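 also: yeast aged for seven days with compound at 30 °C before DHE staining; 100% = average MFI of all compound-treated wells on the plate with controls excluded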
# * = called active by the depositor; nt = not tested or not shown.
SMILES,Fam108B counter,EBNA-1 inhibitor,ZTA DNA inh,MEX-5 binding,BCLXL inh,GLD-1 TGE inh,Efflux pump mplx,MCL1 BIM primary,Yeast superoxide
CCOc1ccc(CCNC(=O)CN2C(=O)NC3(CCc4ccccc43)C2=O)cc1OCC (stereo not drawn),0,7,3,1.5,4,8,-0.2,0,102
OCCC1CN(Cc2cccn2-c2cccnc2)CCN1CCc1ccccc1 (stereo not drawn),-3,0,10,2.9,5,1,0.0,-9,100
CCCCNC(=S)NNC(=O)c1ccncc1,0,-11,0,-3.6,4,-5,0.0,1,90
O=S(=O)(NCC(c1ccccc1)N1CCC(O)CC1)c1ccc(Cl)cc1 (stereo not drawn),4,-18,1,0.0,3,-7,0.1,-1,79
Cc1ccc(C(C(=O)NC(C)(C)C)N(Cc2cccs2)C(=O)c2ccc3c(c2)OCCO3)cc1 (stereo not drawn),1,5,6,1.5,5,-4,-0.2,-2,93
Cc1ccc(S(=O)(=O)NCC(=O)NCC(=O)NC(C)c2ccccc2Br)cc1C (stereo not drawn),-5,-1,-10,-2.1,1,1,0.1,-4,96
Cc1ccccc1-n1nc2c(c1NC(=O)/C=C\c1ccc3c(c1)OCO3)CSC2,-13,9,2,0.9,0,-5,0.2,1,104
Cc1cccc(NC(=S)NN2CCN(C)CC2)c1,3,-6,7,-1.7,9,8,0.0,21,91
Cc1ccc(Cc2c(C)[nH]c(=S)[nH]c2=O)cc1,1,-2,-2,-2.1,7,6,0.0,9,107
N[C@@H](CO)c1nnc([C@H](CCC(=O)O)NC(=O)C2CCNCC2)o1,-2,-13,-9,0.3,3,6,-0.2,9,107
N#Cc1c(NC(=O)CSc2ncnc3sccc23)oc(-c2ccco2)c1-c1ccco1,12,-5,15,-6.8,9,-4,0.1,-4,92
COc1ccc(CC(=O)Nc2nc(C)cs2)cc1,8,-3,-3,-0.5,3,-1,0.3,3,101
Cc1ccc(C2N(c3nccs3)C(=O)C3CCCN32)cc1 (stereo not drawn),-2,-5,-1,0.6,7,5,-0.1,7,90
Cc1nc(C)c(C(=O)N/N=C/c2ccco2)s1,1,-1,4,1.2,2,-6,-0.1,0,97
Cc1ccc(NC(=O)C[n+]2cc(-c3ccccc3)n3c2CCC3)c(C)c1,2,12,-3,-0.4,2,-2,-0.2,11,102
C/C(=N\N1CCN(c2ccccc2)CC1)c1ccco1,1,9,-2,-1.3,6,-2,0.0,-2,96
COc1ccc(CCNC(=O)c2cc(S(=O)(=O)N3CCOCC3)cn2C)cc1OC,1,1,-3,0.4,-1,3,0.1,3,126
CCCCN1C(=O)/C(=C(/C#N)C(=O)N2CCCC2)c2ccccc21,-2,-10,-1,-2.5,2,-5,0.2,3,120
O=C(COC(=O)c1ccco1)Nc1nc2ccc([N+](=O)[O-])cc2s1,-4,6,10,2.5,-2,6,-0.3,-2,96
Cc1ccc(S(=O)(=O)c2nc(-c3ccco3)oc2SCC(N)=O)cc1,-1,11,0,3.4,13,-6,-0.2,21,88
Cc1ccccc1CN1C(=O)c2ccccc2Sc2ccc(C(=O)NCCCN3CCOCC3)cc21,4,-8,5,-4.7,1,1,0.4,9,93
N#C/C(=C\c1ccc(F)c(F)c1)C(=O)NC1CCCCC1,1,-2,-4,1.3,-1,-2,0.0,1,101
COCCn1c(SCC(=O)NNC(=O)c2ccccc2)nc2ccccc2c1=O,-1,7,4,-0.6,4,0,-0.2,15,102
CC(CCc1ccccc1)NC(=O)CNC(=O)N1CC(=O)Nc2ccccc21 (stereo not drawn),2,-7,3,-0.1,5,-3,0.1,2,80
CN1C(=S)SC(C)(C)C1NO (stereo not drawn),-3,-2,3,1.1,1,5,0.0,5,104

# Going on with the list.
SMILES,Fam108B counter,EBNA-1 inhibitor,ZTA DNA inh,MEX-5 binding,BCLXL inh,GLD-1 TGE inh,Efflux pump mplx,MCL1 BIM primary,Yeast superoxide
COc1ccnc(N2CCN(c3cccc(C(F)(F)F)c3)CC2)c1C#N,-2,-10,1,-2.0,2,3,0.0,7,132
O=C(CP(=O)(c1ccccc1)c1ccccc1)Nn1cnnc1,0,16,29,0.0,7,7,0.1,2,95
CCN(CC)c1ccc(S(=O)(=O)N2CCOCC2)cc1NC(=O)CN1CCN(Cc2ccccc2)CC1,4,-11,-8,-0.9,5,4,0.2,3,93
CCOc1ccc(N(C(C)C(=O)NN=C2CCCCCCC2)S(C)(=O)=O)cc1 (stereo not drawn),-2,3,4,3.3,-3,-4,0.2,8,99
COC(=O)c1cc(Cl)c(NC(=O)c2cc(OC)c(OC)c(OC)c2)cc1OC,-1,4,8,-1.8,1,6,0.4,6,105
COc1cc(Cl)c(C)cc1NC(=O)CSc1nnc(CCC(=O)O)c(=O)[nH]1,2,2,9,3.1,1,6,-0.2,-4,102
COc1ccc(-c2c(-c3ccccc3OC)oc3ccccc23)cn1,nt,nt,2,nt,0,5,-0.3,3,95
O=C(c1cccs1)N(C(=O)c1cccs1)c1ccccn1,-2,0,-6,-0.7,3,4,-0.2,1,108
COc1cccc(N2CCN(C(=O)C3CCCN(S(=O)(=O)c4ccc5c(c4)oc(=O)n5C)C3)CC2)c1 (stereo not drawn),2,-7,-3,1.7,4,0,-0.1,4,104
COC(=O)c1ccccc1S(=O)(=O)N1CCC(C(=O)N2CCC2)CC1,nt,nt,-12,nt,8,2,-0.1,4,112
Cn1c(=NC(=O)C(C)(C)C)sc2cccc(F)c21,-1,0,-1,0.2,10,-4,-0.1,12,88
CSc1sc(C(=O)NC(=O)NCc2cccnc2)c(C)c1-c1ccon1,0,-7,-4,0.3,12,-2,-0.1,6,91
NC(CO)C12CC3CC(CC(C3)C1)C2 (stereo not drawn),3,-8,-8,-0.5,1,1,-0.1,-7,98
O=C(NCCN1CCCCC1)c1cc(OCC(F)(F)F)ccc1OCC(F)(F)F,0,-2,9,-3.2,2,3,0.0,1,103
Cc1ccc(NC(=S)N2CCCC(c3nc4ccccc4[nH]3)C2)cc1 (stereo not drawn),2,4,2,-1.5,1,2,-0.3,-5,101
CC1Sc2ccc(S(=O)(=O)N3CCN(c4ccccc4)CC3)cc2NC1=O (stereo not drawn),-2,-6,-5,-2.5,1,6,0.9,-7,107
COc1ccc(C2C3=C(CC(C)(C)CC3=O)N(C)C3=C2C(=O)CC(C)(C)C3)cc1,5,5,3,1.0,14,2,0.0,8,98
COc1ccccc1CCNC(=O)C(=O)c1cn(CC(=O)N2CCOCC2)c2ccccc12,-2,-13,-1,-0.3,-4,2,0.0,-8,103
CCOC(=O)N1CCN(C(=O)c2cn(C)c3ccc(S(=O)(=O)N4CCOCC4)cc3c2=O)CC1,-2,-5,6,-1.0,2,5,0.0,-4,72
CCCCn1c(=O)n(C)c(=O)c2c(C(F)(F)F)cc(-c3ccncc3)nc21,-4,4,6,-3.6,6,1,0.1,3,98
Cc1nn(-c2ccc(F)cc2)c(Cl)c1/C=C1\C(=O)Nc2ccccc21,-6,-6,-5,-3.5,1,3,0.2,8,141
NS(=O)(=O)c1cnccc1Nc1ccc(Cl)c(Cl)c1,-1,3,-15,0.1,4,6,0.1,6,94
Cc1cc(C)c(S(=O)(=O)N2CCCCC2CCNC(=O)C(=O)NC2CC2)c(C)c1 (stereo not drawn),-2,-23,-9,0.3,-2,-3,0.0,-4,98
N=c1c(C(=O)NCC2CCCO2)cc2c(=O)n3ccccc3nc2n1Cc1ccccc1 (stereo not drawn),-2,17,1,0.0,2,6,0.0,-6,119
O=C(O)C1CC(O)CN1c1nc(Cl)ccc1[N+](=O)[O-] (stereo not drawn),-1,-2,-1,-3.9,37*,25,-0.2,30,90

# Molecules above with a CF3 group, in the order listed:
SMILES,Fam108B counter,EBNA-1 inhibitor,ZTA DNA inh,MEX-5 binding,BCLXL inh,GLD-1 TGE inh,Efflux pump mplx,MCL1 BIM primary,Yeast superoxide
COc1ccnc(N2CCN(c3cccc(C(F)(F)F)c3)CC2)c1C#N,-2,-10,1,-2.0,2,3,0.0,7,132
O=C(NCCN1CCCCC1)c1cc(OCC(F)(F)F)ccc1OCC(F)(F)F,0,-2,9,-3.2,2,3,0.0,1,103
CCCCn1c(=O)n(C)c(=O)c2c(C(F)(F)F)cc(-c3ccncc3)nc21,-4,4,6,-3.6,6,1,0.1,3,98

# The results go on.
SMILES,Fam108B counter,EBNA-1 inhibitor,ZTA DNA inh,MEX-5 binding,BCLXL inh,GLD-1 TGE inh,Efflux pump mplx,MCL1 BIM primary,Yeast superoxide
COC(=O)CN1C(=O)[C@H]2[C@@H](/C=C/c3ccccc3)N3C(=O)CN(Cc4ccccc4)C(=O)[C@@]3(Cc3ccccc3)[C@H]2C1=O,0,10,-6,-0.3,1,-4,-0.2,-4,100
CCOc1ncccc1C(=O)OCC(=O)c1ccc(C)c(C)c1,-4,-11,-2,-0.9,-3,-4,0.1,-2,105
CCOC(=O)NC1=NCC(C)S1 (stereo not drawn),-2,8,4,0.2,-2,3,-0.1,-5,82
CC(=O)Nc1ccc2nc(NC(=O)CS(=O)(=O)c3ccccc3)sc2c1,3,-2,-3,2.8,3,4,-0.2,-2,97
Cc1nnc(SCC(=O)NC(C)(C)C)n1NCc1ccc(Cl)cc1,-2,4,-7,nt,4,-2,0.1,1,102
COCCNC(=O)C(c1ccc(F)cc1)N(C(=O)CCC(=O)Nc1ccccn1)c1cccc(C)c1 (stereo not drawn),-1,-11,2,0.8,3,-2,0.2,2,101
Cc1ccc(CNC(=O)C2CCCN(c3cnccn3)C2)cc1 (stereo not drawn),3,-16,4,1.9,-2,-4,-0.1,0,85
COc1ccc(/C=C/c2c(-c3ccc(OC)cc3)oc3ccccc23)cc1,-3,6,-8,4.3,2,1,0.0,0,91
COc1ncccc1-c1nnn(-c2ccc(Cl)nc2)n1,2,5,3,-6.1,9,-4,nt,9,nt
O=C(O)c1ccccc1S(=O)(=O)c1ccccc1CO,0,3,10,-2.3,7,-2,-0.1,-3,92
COC(=O)c1cc(C(=O)Nc2ccc(Cl)cn2)cc([N+](=O)[O-])c1,5,1,19,-1.3,1,-3,0.0,1,110
Cc1ccc(S(=O)(=O)NC(=O)N(CCC#N)Cc2ccccc2)cc1,-1,1,-3,1.5,-1,1,0.0,-6,86
O=C(NNC(=O)C1CC(=O)N(c2ccc3c(c2)OCCO3)C1)c1ccc(F)cc1 (stereo not drawn),-6,-8,-5,-0.5,0,-6,0.3,-4,107
Cc1ccnc(SCC(=O)c2ccc([N+](=O)[O-])cc2)n1,5,12,10,-3.1,4,2,0.0,17,92
CCCCN(C)CC(O)Cn1cc(/C=C/C(=O)c2ccc(C)cc2)c2ccccc21 (stereo not drawn),1,3,-18,6.8,-8,-105,0.2,-22,91
CN(C)CCNC(=O)C(C(=O)c1ccc(F)cc1)n1ccccc1=O (stereo not drawn),-1,-5,-6,0.7,6,4,-0.1,4,76
CCOC(=O)c1[nH]c(C)c(C(=O)c2cc(F)ccc2F)c1C,-5,-1,2,-0.4,0,3,-0.1,0,82
CC(=O)N1CCc2cc(S(=O)(=O)N3CCCCCC3)ccc21,2,7,-6,nt,4,4,-0.1,6,124
COc1ccc(COC(=O)C2CCN(S(=O)(=O)c3ccc(Cl)cc3)CC2)cc1,2,8,3,1.3,-5,-2,-0.2,-1,113
COc1ccc(S(=O)(=O)N2CCN(CCc3ccccc3)CC2)cc1,3,4,-11,1.4,-1,-6,0.3,-7,98
Cc1cccc(CCNC(=O)c2cc(S(=O)(=O)N3CCCC3)cn2C)c1,-4,-2,3,0.4,6,0,0.0,9,89
c1ccc(Cn2cc(CN3CCCO3)c(-c3ccc4c(c3)OCO4)n2)cc1,0,1,9,0.6,1,3,0.1,5,92

# Screening data as filed in PubChem BioAssay.
